Assay outcomes: PubChem, National Center for Advancing Translational Sciences (NCATS)
Tau fluor counter: counter-screen for tau fibril formation inhibitors | Potency, µM (top dose mostly 57.7 µM), for the others: at the highest dose activity change, negative = decrease | tau K18 P301L Alexa594 fluorescence, heparin fibrillization | 280,000 compounds, 0.93% hits; note: % is set by controls: 0 for no effect and ±100 for the full control effect; nearly all actives have a fitted effect of over 55% in size
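Human tau K18 P301L (15 uM unlabeled, 0.24 uM Alexa 594-labeled) in 100 mM sodium acetate pH 7 with 20 uM heparin, 6 hr at 37 C. ThT 30 uM added, 1 hr ambient; Alexa 594 FP and total fluorescence read at 555/632 nm.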
GAA inhib: blocks human lysosomal alpha-glucosidase; P10253; purified human GAA, 4-MU-alpha-glucoside fluorescence; Potency, µM (series often up to 76.9 µM), for the others: at the highest dose activity change, negative = inhibition, usual class: inhibitors; 200,000 compounds, 0.005% hits;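 note: plate controls were uninhibited enzyme wells for no effect and no-enzyme background for full effect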
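Human alpha-glucosidase, 4 nM, pre-mixed with test compounds before 400 uM 4-methylumbelliferyl substrate; 20 min room temperature at pH 5.0. Fluorescence read after pH 10 stop; AC50 values from Hill-equation fits.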
GLA spleen mod: inhibitors or activators of human alpha-galactosidase in spleen homogenate. P06280. human spleen homogenate, 4MU-alpha-Gal fluorescence, 40 min. Potency, µM (titrated, usually from 80 µM), inactives show top-dose activity change, negative = inhibition, actives largely listed as inhibitors. 240,000 compounds, 0.008% hits. AID 2107;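 note: 0% = enzyme with vehicle and -100% = no enzyme basal signal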
Target sequence (P06280 32-429 limits assumed): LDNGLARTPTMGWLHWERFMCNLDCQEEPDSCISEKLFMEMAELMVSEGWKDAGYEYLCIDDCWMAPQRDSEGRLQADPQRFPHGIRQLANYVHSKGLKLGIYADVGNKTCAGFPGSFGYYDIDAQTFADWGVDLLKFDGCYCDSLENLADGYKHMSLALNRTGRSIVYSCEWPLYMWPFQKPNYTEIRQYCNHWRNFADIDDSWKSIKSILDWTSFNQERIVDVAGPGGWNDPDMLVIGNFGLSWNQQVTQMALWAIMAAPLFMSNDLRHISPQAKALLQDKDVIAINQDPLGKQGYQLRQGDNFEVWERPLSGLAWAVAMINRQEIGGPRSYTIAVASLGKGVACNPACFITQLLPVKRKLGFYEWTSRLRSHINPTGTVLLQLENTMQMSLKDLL
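Human spleen homogenate (1 ug) as enzyme source, 4-methylumbelliferyl-alpha-D-galactopyranoside 1 mM final, citrate/phosphate pH 5.0 with 0.01% Tween-20. Compounds 40 min at 37C, NaOH/glycine stop; fluorescence Ex 365/Em 440, Hill-fit AC50.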
GAA spleen mod: inhibits or activates alpha-glucosidase in human spleen homogenate; P10253; human spleen homogenate, 4-MU-alpha-glucoside fluorescence; Potency, µM (series often up to 79.9 µM), for the others: at the highest dose activity change, negative = inhibition, usual class: inhibitors; 240,000 compounds, 0.006% hits;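 note: 0% = enzyme with vehicle and -100% = no enzyme basal signal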
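Human spleen homogenate (1 ug) incubated with compounds and 1 mM 4-methylumbelliferyl-alpha-D-glucopyranoside in pH 5.0 citrate/phosphate buffer, 37 C, 40 min. Stopped at pH 10; 4-MU fluorescence (Ex 365/Em 440 nm); AC50 by Hill fit.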
ALDH1A1 block: blocks purified human ALDH1A1 activity; Purified ALDH1A1, NADH fluorescence, propionaldehyde substrate; Potency, µM (highest dose often 75.3 µM), inactives show top-dose activity, negative = inhibition, actives largely listed as inhibitors; 220,000 compounds, 7.3% hits; AID 1030; active = well fitted inhibition curve with a large enough effect, not every such curve was filed as active; inconclusive = small, poorly fitted or top-dose-only effect, or another doubt; inactive = no such curve, though single readings can be large or run the other way;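 note: plate controls were no enzyme wells and a reference inhibitor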
NPSR antag: blocks cAMP signaling of the human neuropeptide S receptor | CHO-NPSR cells, cAMP TR-FRET, antagonist mode | AID 1461 | Potency, µM (series often up to 38.3 µM), without a hit: at the highest dose activity change, negative = inhibition, most hits filed as inhibitors | Q6W5P4 | 220,000 compounds, 1% hits; note: % is set by controls: 0 for no effect and ±100 for the full control effect; nearly all actives have a fitted effect of over 50% in size; many of its hits are not listed in these tables
Target sequence (Q6W5P4 whole entry, looked up): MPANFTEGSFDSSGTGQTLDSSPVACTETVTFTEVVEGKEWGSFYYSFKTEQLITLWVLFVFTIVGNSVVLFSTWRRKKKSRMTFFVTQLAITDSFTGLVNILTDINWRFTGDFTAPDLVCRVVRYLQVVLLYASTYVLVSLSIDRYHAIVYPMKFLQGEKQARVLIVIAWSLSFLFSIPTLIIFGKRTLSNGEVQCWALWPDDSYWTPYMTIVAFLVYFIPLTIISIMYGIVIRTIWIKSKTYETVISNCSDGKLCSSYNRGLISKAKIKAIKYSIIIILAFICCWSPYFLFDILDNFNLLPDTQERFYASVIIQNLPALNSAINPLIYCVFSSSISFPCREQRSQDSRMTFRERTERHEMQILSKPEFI
GAA glycogen mod: GAA glycogen-cleavage inhibition or activation; 300,000 compounds, 0.38% hits; recombinant GAA, glycogen substrate, Amplex Red glucose oxidase fluorescence; AID 2100; Potency, µM (series often up to 76.4 µM), without a hit: at the highest dose activity change, negative = inhibition, most hits filed as inhibitors;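 note: 0% = full enzyme reaction and -100% = no-enzyme basal signal; the screen sought inhibitors and activators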
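Recombinant human alpha-glucosidase (4 nM final) hydrolysed bovine liver glycogen (30 ug) for 40 min at 37 C in pH 5.0 citrate/phosphate with 0.01% Tween-20. Released glucose detected by glucose oxidase/Amplex Red, Ex 573/Em 610 nm. Compounds up to 77 uM; AC50 from Hill fits.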
Epigenetic reg: epigenetic control regulation, reporter derepression. murine LDR cells, GFP reporter derepression, 30 h. Potency, µM (titrated, usually from 53.9 µM), inactives show at the highest dose GFP activation, usual class: activators. 280,000 compounds, 0.2% hits. AID 1865; note: % of control where 0% means no effect; nearly all actives have a fitted effect of over 60% in size
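Reporter derepression read as number of fluorescent GFP-positive objects, 20-120 um in size, counted by laser-scanning cytometer. Mouse LDR line with an epigenetically silenced CMV-GFP locus; compound incubation 30 h, 37 C.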
The depositor's hits bear a star; ? = inconclusive; · = not tested or not shown; & = joins results of further samples; [ ] = remark or other dose. Unless noted, calls come from the whole dose curve; as a rule, active = well fitted curve in the direction sought with a large enough effect; inconclusive = small, poorly fitted or top-dose-only effect, or another doubt; inactive = no such curve, though single readings can be large; an effect the other way counts as inactive or inconclusive. Potency is the fitted concentration of half-maximal effect. The list is partial (hit frequency here may not be typical).

cpd	Molecule	Tau fluor counter	GAA inhib	GLA spleen mod	GAA spleen mod	ALDH1A1 block	NPSR antag	GAA glycogen mod	Epigenetic reg
1	O=C1OCCN1C(=O)[C@H]1[C@H](c2ccc(Cl)cc2)C(c2cccc(Cl)c2)=NN1c1ccccc1	?	0%[15.4 µM]	?	16%&3%	?	-27%	-10%	1.2%&1.7%
2	Cc1ccccc1OCC(=O)OCC(=O)Nc1ccc(N2CCOCC2)cc1	-15%	7%	3%	-6%	-5%	10%	9%	-2.2%
3	NS(=O)(=O)c1ccc(NCc2ccccc2OCc2ccc(F)cc2)cc1	-28%	-7%	4%	-6%	12%	-11%[46.1 µM]	-23%	-1.0%
4	COc1ccc(-c2cc(C(=O)c3c(N)n(C)c(=O)n(C)c3=O)c3ccccc3n2)cc1	-20%	·	2%	2%	·	-2%	-2%	-2.4%
5	COCCOC(=O)c1c(NC(=O)CN(C)c2ccccc2)sc(C(N)=O)c1C	-10%	-8%	-3%	5%	?	-47%	-1%	-0.3%
6	CCOc1ccc(S(=O)(=O)N/N=C(\C)Cc2ccc(OC)cc2)cc1	-8%	-1%	7%	7%	2.8µM*	1%	-14%	-2.2%
7	CCNS(=O)(=O)c1cc(Br)ccc1OC	1%	-2%	?	-13%	13%	2%[46.1 µM]	-28%	-1.1%
8	O=C(CSc1nc2ccccc2s1)Nc1cc(S(=O)(=O)N2CCOCC2)ccc1O	2%	4%	-7%	-1%	1%	-15%[46.1 µM]	-27%	0.0%
9	CC(C)CNC(=O)NC(=O)COC(=O)c1cc([N+](=O)[O-])ccc1NCc1ccccc1Cl	-14%	4%	5%	8%	-2%	-31%	-1%	0.5%
10	COc1ccc(-c2cn3c(C)c(C(=O)Nc4cc(NC(C)=O)ccc4OC)sc3n2)cc1	-5%	?	-1%	-3%	?	?	4%	3.0%
11	S=C(NNC(=S)NC1CC2C=CC1C2)NC1CC2C=CC1C2 (stereo unspecified)	-22%	5%	-14%	3%	13µM*	2%	?	1.6%
12	Cn1c(=O)c([N+](=O)[O-])c(NCc2ccccc2Cl)c2ccccc21	-25%	·	8%	5%	·	42%	-2%	1.0%
13	Cc1cc(Nc2ccc(Cl)cc2)nc(N2CCOCC2)n1	-21%	·	7%	-4%	·	-17%	-7%	6.6%
14	Cc1ccc(-c2nc(N)sc2-c2ccccc2)cc1C	10µM*[quencher]	1%	-2%	-5%	?	-43%	-6%	0.0%
15	COCCNC(=O)CSc1cc(=O)n(C)c2cc(Cl)ccc12	-11%	2%	-1%	-1%	3%	-34%	1%	0.0%

The final two entries of the part above are carried over, then new ones follow:
cpd	Molecule	Tau fluor counter	GAA inhib	GLA spleen mod	GAA spleen mod	ALDH1A1 block	NPSR antag	GAA glycogen mod	Epigenetic reg
14	Cc1ccc(-c2nc(N)sc2-c2ccccc2)cc1C	10µM*[quencher]	1%	-2%	-5%	?	-43%	-6%	0.0%
15	COCCNC(=O)CSc1cc(=O)n(C)c2cc(Cl)ccc12	-11%	2%	-1%	-1%	3%	-34%	1%	0.0%
16	O=C(CN1C(=O)COc2ccc(S(=O)(=O)N3CCCC3)cc21)NCc1ccccn1	-2%	·	-13%	4%	·	-3%	2%	0.1%
17	COc1ccc(C)cc1NC(=O)c1cc2ccccc2o1	-5%	-7%	5%	2%	-3%	-14%[46.1 µM]	-1%	-0.9%
18	O=C(Nc1ccccc1)c1cc2ccc3ccccc3c2s1	-27%	·	-3%	-5%	·	?	-1%	-2.4%
19	C=CCn1c(=O)c2c(nc(Br)n2Cc2ccccc2Cl)n(C)c1=O	-13%	-10%	-2%	-6%	-1%	-16%[46.1 µM]	2%	-1.4%
20	O=[N+]([O-])c1cccnc1N/N=C/c1ccccc1O	-5%	-1%	-1%	-1%	89µM*	-20%	19%	-5.5%
21	Cc1cccc(C)c1-n1c(C)cc(/C=N\Nc2ccc([N+](=O)[O-])cn2)c1C	?	2%	13%	5%	10µM*	-18%[46.1 µM]	-15%	?
22	CCOCCCNC(=O)C(c1ccc(Cl)cc1)N(Cc1cccs1)C(=O)c1ccccn1 (stereo unspecified)	-5%	3%	-4%	-8%	-14%	7%	3%	-0.1%
23	CCc1c(C(=O)NCc2ccccc2Cl)[nH]c(C)c1C(C)=O	-14%	3%	3%	0%	2%	-13%[46.1 µM]	4%	-0.1%
24	CC(C)NC(=S)Nc1c(N)[nH]c(=O)[nH]c1=O	7%	-5%	-9%	2%	-1%	-23%	?	-0.3%
25	CCOc1ccc(N/C(C)=C/C(=O)c2ccc(C)o2)cc1	-28%	-6%	8%	1%	0%	-24%[46.1 µM]	10%	1.8%
26	COc1ccc(CCNCC(O)COc2cccc(Br)c2)cc1 (stereo unspecified)	-15%	5%	10%	-2%	8%	1%	9%	-1.1%
27	CC(=O)c1c(C)[nH]c(C(=O)COC(=O)CCCOc2ccccc2)c1C	-4%	?	-3%	0%	7%	4%	3%	-4.1%
28	O=S(=O)(c1ccccc1)c1nc(-c2ccco2)oc1N1CCCCCC1	-14%	?	2%	12%	0.2µM*	-19%[46.1 µM]	-13%	-0.8%
29	Cc1nc2ncnn2c(C)c1CCC(=O)N1CCN(Cc2ccccc2)CC1	-4%	-2%	3%	-8%	2%	-1%[46.1 µM]	8%	-0.1%
30	CCN(Cc1nc(-c2ccc(Cl)cc2)no1)CC1CCCO1 (stereo unspecified)	-2%	3%	7%	-4%	7%	-7%	-4%	-1.8%

Fetched one by one from the entries so far, three records:
cpd	Molecule	Tau fluor counter	GAA inhib	GLA spleen mod	GAA spleen mod	ALDH1A1 block	NPSR antag	GAA glycogen mod	Epigenetic reg
10	COc1ccc(-c2cn3c(C)c(C(=O)Nc4cc(NC(C)=O)ccc4OC)sc3n2)cc1	-5%	?	-1%	-3%	?	?	4%	3.0%
11	S=C(NNC(=S)NC1CC2C=CC1C2)NC1CC2C=CC1C2 (stereo unspecified)	-22%	5%	-14%	3%	13µM*	2%	?	1.6%
28	O=S(=O)(c1ccccc1)c1nc(-c2ccco2)oc1N1CCCCCC1	-14%	?	2%	12%	0.2µM*	-19%[46.1 µM]	-13%	-0.8%

Remaining list, next part.
cpd	Molecule	Tau fluor counter	GAA inhib	GLA spleen mod	GAA spleen mod	ALDH1A1 block	NPSR antag	GAA glycogen mod	Epigenetic reg
31	Cc1c(NS(=O)(=O)c2cc(C(=O)OCC(=O)N3CCC(C)CC3)ccc2Cl)c(=O)n(-c2ccccc2)n1C	10%	?	3%	-9%	9%	-13%	-6%	-1.7%
32	Cc1cc(C)n(-c2ccccc2[N+](=O)[O-])n1	-10%	-2%	-10%	2%	-4%	-3%	-6%	2.3%
33	COCCn1c(C)cc(C(=O)CSc2nnc3ccccn23)c1C	-4%	2%	9%	1%	7%	-5%[46.1 µM]	-14%	3.1%
34	N#Cc1ccccc1OCC(=O)C1CC1	-3%	·	-19%	3%	·	-14%	1%	-1.6%
35	CC(C)OC(=O)CC(=O)CSc1nc(-c2ccc(F)cc2)cc(-c2ccccc2)c1C#N	-13%	-10%	3%	-4%	?	?	11%	1.0%
36	O=c1cc(/N=C/c2coc3cc(Br)ccc3c2=O)[nH]c(=S)[nH]1	-19%	2%[15.4 µM]	-2%	-5%	-13%	1%	0%	4.1%
37	O=C(COC(=O)/C=C/c1cccc(F)c1)NNC(=O)c1ccccc1	-12%	2%	4%	-7%	1%	25%	1%	-1.6%
38	COCCN(CCOC)C(=O)c1sc2nc(-c3ccccc3)cn2c1C	2%	-2%	-2%	-7%	3%	-4%[46.1 µM]	4%	0.9%
39	Cc1c(Cl)cccc1NC(=S)NCc1ccc2c(c1)OCO2	-17%	-7%	4%	4%	-14%	-15%	3%	0.0%
40	CCOC(=O)NC(=O)CSc1cc(C)c2cc(C)cc(C)c2n1	-10%	-2%	-1%	-7%	-10%	-23%	-6%	-0.1%
41	O=C(NCCCN1CCCC1=O)c1ccc(Cl)c(NS(=O)(=O)c2ccc(F)cc2)c1	-5%	-9%	3%	2%	-5%	-7%[46.1 µM]	-36%	0.9%
42	COc1ccc(C)c(-n2c(=O)n(Cc3ccccc3)c(=O)c3[nH]cnc32)c1	0%	·	3%	2%	·	5%[7.67 µM]	-3%	-0.4%
43	CCn1nc(C(=O)Nc2ccc3nc(C)sc3c2)c2ccccc2c1=O	7%	7%	-8%	-8%	13%	0%	-14%	-2.3%
44	Cc1cc(OCC(=O)Nc2ccncc2)ccc1Br	-4%	2%	4%	9%	-2%	-4%[46.1 µM]	14%	-2.5%
45	CC(=O)OC(C(=O)NCCN1CCOCC1)c1c(F)cccc1F (stereo unspecified)	-1%	·	3%	-17%	1%	-11%	-7%	-0.1%
46	Cc1cc(C)c(C(N)=O)c(Nc2cccc3ccccc23)n1	-7%	-8%	-4%	-5%	-7%	14%[46.1 µM]	9%	-2.0%
47	Cc1ccc(/C=N/N=C2\SCC(=O)N2CC2CC2)cc1	-16%	·	-6%	6%	·	21%	-6%	4.8%
48	O=C(c1cc2cc(Cl)cc(Cl)c2oc1=O)N1CCOCC1	-2%	-2%	-12%	-12%	4%	2%[46.1 µM]	-3%	-5.2%
49	CC(=O)Nc1ccc(NC(=O)Nc2ccccc2C)cc1	-9%	-1%	0%	2%	-2%	-4%	-2%	0.1%
50	c1coc(C2Nc3ccccc3C3OCCC23)c1 (stereo unspecified)	-5%	0%	-1%	-1%	?	-3%[46.1 µM]	-16%	-1.2%
51	CCOc1ccc(C(=O)NCc2cccnc2)cc1[N+](=O)[O-]	-1%	-3%	3%	-5%	-1%	4%	0%	-0.1%
52	COc1ccc(CCNC(=O)CN(c2ccc(C)cc2)S(=O)(=O)c2c(C)noc2C)cc1OC	-12%	6%	7%	4%	5%	-23%[46.1 µM]	3%	?

Complete entries, looked up by structure. Values in the order: Tau fluor counter, GAA inhib, GLA spleen mod, GAA spleen mod, ALDH1A1 block, NPSR antag, GAA glycogen mod, Epigenetic reg
CCOc1ccc(C(=O)NCc2cccnc2)cc1[N+](=O)[O-] across the screens: -1%, -3%, 3%, -5%, -1%, 4%, 0%, -0.1%
Cc1cc(C)c(C(N)=O)c(Nc2cccc3ccccc23)n1 across the screens: -7%, -8%, -4%, -5%, -7%, 14%[46.1 µM], 9%, -2.0%
